# Cdc25B inh = inhibitors of human Cdc25B phosphatase; P30305; recombinant Cdc25B, OMFP fluorescence Ex485/Em525; inhibition, %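 (compounds tested at 10 µM final in the well)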; hit rate 0.1% among 65,000; in the data active = inhibition above about 50%
# TNAP act mid DEA = activates human TNAP at intermediate phosphate acceptor concentration; P05186; purified TNAP, CDP-star luminescence, 100 mM DEA, 30 min; hits give high values; scale: 0 levamisole-inhibited, 1 vehicle-only enzyme; AID 813; 64,000 tested, under 10 active; activation factor at 20 µM;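 active = activation factor of at least 2 at 20 µM, relative to controls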
# Target sequence (P05186 whole entry, looked up): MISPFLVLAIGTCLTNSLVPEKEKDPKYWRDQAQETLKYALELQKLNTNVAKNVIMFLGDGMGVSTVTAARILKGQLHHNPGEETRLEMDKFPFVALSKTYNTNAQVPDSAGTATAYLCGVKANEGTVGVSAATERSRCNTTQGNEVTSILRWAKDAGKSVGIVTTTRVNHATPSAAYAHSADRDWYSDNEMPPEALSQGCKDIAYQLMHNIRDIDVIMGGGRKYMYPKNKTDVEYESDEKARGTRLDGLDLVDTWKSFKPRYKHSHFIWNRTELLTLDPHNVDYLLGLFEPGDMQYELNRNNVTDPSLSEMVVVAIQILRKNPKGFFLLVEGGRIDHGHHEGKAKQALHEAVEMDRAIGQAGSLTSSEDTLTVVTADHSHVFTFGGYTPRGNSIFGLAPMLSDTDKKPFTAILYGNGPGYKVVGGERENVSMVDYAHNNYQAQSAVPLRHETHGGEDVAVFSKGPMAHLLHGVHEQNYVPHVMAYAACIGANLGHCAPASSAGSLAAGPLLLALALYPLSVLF
# FXIIa mix inh = factor XIIa (human) inhibition, mixture screen; inhibition, % at 5 µM; P00748; hit rate 0.2% among 62,000; purified FXIIa, fluorogenic substrate, pooled mixtures; in the data active = inhibition above about 20%, passing the limit was not always enough;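 note: 0% = enzyme without compound and 100% = no enzyme blank; some results filed as inactive read as strong as hits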
# DUSP1 inh = inhibitors of human MKP-1 phosphatase; hit rate 0.15% among 65,000; recombinant MKP-1, OMFP hydrolysis fluorescence; inhibition, %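 (compounds tested at a single concentration somewhere between 10 and 100 µM)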;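 active = inhibition above about 50%, limit read from the data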;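 note: 0% = DMSO max control wells and 100% = wells with enzyme stopped by NaOH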
# SF1 activator = SF-1 (human) activation; Q13285; CHO-K1 Gal4-SF-1 LBD luciferase reporter; % increase over DMSO SF-1-specific signal; activation, % at 10 µM; hit rate 1.9% among 65,000; AID 522;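 active = activation above the mean activation of all tested compounds plus 3 SD, cut at about 50% in these data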
#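 Test system: transient Gal4-SF-1 LBD reporter, CHO-K1; Amount: 4,000 CHO-K1 cells per well; Doses: 10 µM only; Timing: compound exposure 20 h at 37 °C; Signal: luciferase light emission; Read-out basis: percent activation relative to DMSO median and mock-transfected background; Control set: DMSO negative control and −SF1 background wells; Replicates: one test per compound.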
# Her2 expr inh = inhibitors of human Her2 kinase expression; hit rate 0.69% among 65,000; AID 645; SKBR-3 HER2 protein level, AlphaScreen, 18-24 h; hits give low values; HER2 level % of control, % at 10 µM;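 active = HER2 level under 5% of the carrier-only control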;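 note: 100% = DMSO carrier and 0% = 500 nM PU-H71 HSP90 inhibitor; lower value means stronger loss of Her2 protein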
# RORA act = RORA (human) activation; P35398; CHO-K1 Gal4-RORA LBD luciferase reporter, luminescence; percent increase over mock-subtracted basal signal; activation, % at 10 µM; hit rate 1.5% among 65,000;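 active = activation above the mean of all tested compounds plus 3 SD, cut at about 49% in these data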;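 note: 0% = DMSO-treated RORA cells and 100% = added signal equal to DMSO minus mock-transfected cells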
# Target sequence (P35398 whole entry, looked up, the tested form may be a part): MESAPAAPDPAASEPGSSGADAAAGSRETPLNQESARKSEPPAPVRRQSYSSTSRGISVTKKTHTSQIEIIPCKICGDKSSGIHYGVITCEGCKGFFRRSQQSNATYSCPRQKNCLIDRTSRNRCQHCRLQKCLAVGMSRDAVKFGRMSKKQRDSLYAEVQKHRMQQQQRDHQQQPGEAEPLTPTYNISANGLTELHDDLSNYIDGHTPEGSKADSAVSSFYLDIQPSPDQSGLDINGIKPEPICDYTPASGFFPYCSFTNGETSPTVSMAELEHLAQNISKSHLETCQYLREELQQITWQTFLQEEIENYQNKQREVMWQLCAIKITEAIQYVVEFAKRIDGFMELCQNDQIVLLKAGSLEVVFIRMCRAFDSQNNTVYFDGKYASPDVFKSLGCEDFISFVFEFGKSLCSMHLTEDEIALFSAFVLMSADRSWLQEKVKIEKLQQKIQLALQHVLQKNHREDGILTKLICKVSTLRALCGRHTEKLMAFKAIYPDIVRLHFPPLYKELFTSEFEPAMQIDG
# Hsp90 block = displaces geldanamycin probe from tumor Hsp90. NCI-N417 lysate Hsp90, Cy3B-geldanamycin FP displacement. hit rate 0.35% among 64,000. inhibition, % at 30 µM;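 active = inhibition above 50%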;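 note: 0% = tracer plus lysate wells and 100% = tracer alone without lysate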
# D1 allo mod = allosterically modulates the human D1 dopamine receptor; hit rate 5.9% among 58,000; AID 641; B-score at 10 µM; P21728; HEK293 D1, CRE-luciferase, dopamine EC30 potentiation; actives deviate in either direction;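 active = luminescence count or its row- and column-corrected plate score outside the 99.7% band of the plate's sample wells, on either side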
# * hit, by the source's call; / = no result given.
# Preview (4 entries):
mol,Cdc25B inh,TNAP act mid DEA,FXIIa mix inh,DUSP1 inh,SF1 activator,Her2 expr inh,RORA act,Hsp90 block,D1 allo mod
Cc1ccc(C)c(OCC(O)CN2CCCCC2C)c1 (configuration not stated),-18,0.9,11,-7,-10,94,29,-2,-6*
Cc1ccc(S(=O)(=O)c2cc3c(=O)n4ccccc4nc3n(Cc3ccco3)c2=N)cc1,9,0.8,-13,33,-7,91,-6,-9,5*
CCCOc1ccc(C(CC(=O)O)NC(=O)c2ccc3c(c2)OCO3)cc1 (configuration not stated),-4,1,5,-26,-22,97,-12,-5,-0.18
Cc1cccc(-n2ncc3c(N(C)Cc4ccccc4)ncnc32)c1,-7,0.9,3,14,64*,72,56*,2,/

# The list itself (from the top)
mol,Cdc25B inh,TNAP act mid DEA,FXIIa mix inh,DUSP1 inh,SF1 activator,Her2 expr inh,RORA act,Hsp90 block,D1 allo mod
Cc1ccc(C)c(OCC(O)CN2CCCCC2C)c1 (configuration not stated),-18,0.9,11,-7,-10,94,29,-2,-6*
Cc1ccc(S(=O)(=O)c2cc3c(=O)n4ccccc4nc3n(Cc3ccco3)c2=N)cc1,9,0.8,-13,33,-7,91,-6,-9,5*
CCCOc1ccc(C(CC(=O)O)NC(=O)c2ccc3c(c2)OCO3)cc1 (configuration not stated),-4,1,5,-26,-22,97,-12,-5,-0.18
Cc1cccc(-n2ncc3c(N(C)Cc4ccccc4)ncnc32)c1,-7,0.9,3,14,64*,72,56*,2,/
CCCCn1c(SCc2ncc(-c3ccccc3)o2)nc2cc(S(N)(=O)=O)ccc21,-15,0.9,4,28,0,63,3,-9,-0.51
CCOC(=O)/C=C(\C)Nc1cc(C)nn1-c1ccccc1,-21,0.9,-19,6,-11,76,2,-1,-4.8*
COc1cccc(-c2cc(C(F)(F)F)nc(N3CCCCC3)n2)c1,-10,1,5,8,21,108,2,/,/
COCCNC(=O)c1cc(-c2cccs2)on1,-3,0.9,4,3,48,70,145*,0,-0.02
CCOC(=O)N1CCN(C(=O)c2cc(-c3ccc(OCC)cc3)nc3ccccc23)CC1,-8,0.8,3,31,71*,67,136*,-3,-2.1
CC(=O)c1c(C)n(CC(=O)NCc2ccc3c(c2)OCO3)c2ccccc12,-7,0.9,3,2,-5,89,-9,-5,-1.7
CC(C)Cn1c(N)c(C(=O)COC(=O)c2ccc3c(c2)OCCO3)c(=O)n(C)c1=O,-4,0.9,-17,19,-24,97,-10,-10,-0.013
CC1CCCN(C(=O)C2c3ccccc3C(=O)N3CCc4ccccc4C23)C1 (configuration not stated),-16,0.9,-19,-2,-13,78,-5,-5,-0.042
CC(=O)c1ccc(OCC(=O)NC2CCS(=O)(=O)C2)cc1 (configuration not stated),-10,0.9,8,8,1,85,-36,2,-0.85
Cc1ccc(-c2noc(CCC(=O)N3CCCC3)n2)cc1,7,0.9,1,-10,18,227,0,-5,0.097
C=CCn1c(SCC(=O)NC(=O)NCc2ccco2)nc2sc(C)c(C)c2c1=O,-4,0.9,1,35,-14,38,-15,-4,1.5
CCN1CCN(c2cc(C)c3cc(NC(=O)c4ccc5c(c4)OCO5)ccc3n2)CC1,-11,0.9,5,-14,-12,37,6,3,-5*
CCCCCOC(=O)NCCOC(=O)Nc1ccc(C(=O)OCC)cc1,-3,0.9,0,-15,-13,103,5,1,-0.84
CC1=C(C(=O)OC(C)C)C(C)NC(=O)N1 (configuration not stated),-2,0.9,-6,-6,-18,98,-3,-2,/
CCOCc1nnc(NC(=O)c2ccco2)s1,-5,0.9,6,-11,6,104,6,-1,-0.64
CCOC(=O)c1c(C)n(C)c2ccc(O)c(CN3CCCCC3)c12,15,1.1,6,-29,-6,110,2,2,-2.1
CC(C)Oc1ccc(C(CC(=O)O)NC(=O)CSc2ncn[nH]2)cc1 (configuration not stated),-6,0.9,5,-2,-3,100,-18,-3,-0.63
CC(C)(C)c1ccc(-c2nnc(SCC(=O)O)n2N)cc1,4,0.9,8,-22,-3,96,8,-1,0.58
O=C(CCn1c(=O)sc2ccccc21)NCCCn1ccnc1,2,/,/,6,1,96,-10,-3,1.1
Clc1ccc(CSC2=NCCCN2)cc1Cl,-8,0.9,0,4,-14,-17*,-12,-4,-0.6
Cc1c(C(=O)OCC(=O)N2c3ccccc3CC2C)oc2ccccc12 (configuration not stated),1,0.9,6,0,4,109,-11,-1,-0.21
Cc1cc(=O)oc(C)c1C(=O)NCCN1CCOCC1,14,0.9,/,-17,-17,107,-18,-1,-0.31
COc1ccccc1NC(=O)Cn1c(CN2CCCCC2)nc2ccccc2c1=O,2,1,5,28,-7,73,-2,-9,-0.35
COc1ccccc1NC(=O)N1CCCC1C(=O)NCc1ccc(F)cc1 (configuration not stated),0,0.9,-17,4,-4,106,-10,-5,-0.88
COc1ccc(-c2cc(C(F)(F)F)nc(N3CCCCCC3)n2)cc1,-15,0.9,0,27,18,78,11,/,/
CCN(CC)C(=O)c1cn(CC)c(=O)c2cc(OC)c(OC)cc12,-10,0.9,4,9,15,83,-15,/,0.31
Cc1ccc(N2CC(C(=O)OCc3ccccc3F)CC2=O)cc1 (configuration not stated),-5,1,5,6,20,/,-2,-6,-0.01
O=C(Nc1cccnc1)c1ccccc1F,2,1,6,2,8,103,-6,-2,-0.13
c1ccc(-c2nnc(SCc3cn4ccsc4n3)o2)cc1,7,0.9,13,9,16,75,42,-3,0.76
Cn1c(=O)c2c(nc(CN3CCc4ccccc4C3)n2Cc2cccc(Cl)c2)n(C)c1=O,-8,0.8,6,14,-27,106,31,-4,0.6
Cc1ccc(/C(C#N)=C\c2cn(C)c3ccccc23)cc1,0,0.8,6,-8,17,60,-7,-10,1.6
CN1C(=O)c2cccc(NC(=O)CCc3ccccc3)c2C1=O,-1,0.9,-2,10,2,93,3,-5,-0.0086
COc1ccc(CNC(=O)c2nnn(Cc3ccc(OC)cc3)c2N)cc1,-5,0.8,8,-6,12,41,15,2,-0.031
O=c1nc2s/c(=C\c3ccco3)c(=O)n2nc1Cc1ccccc1,-8,0.9,12,7,-13,100,-16,-6,-0.02
CCOC(=O)Nc1ccc(C(=O)NCC2CCCO2)cc1 (configuration not stated),1,0.9,3,-25,7,100,-8,-3,-0.46
COc1ccc(-c2cc(C(=O)NCCN3CCOCC3)c3ccccc3n2)cc1,-6,0.9,7,27,15,120,-12,-5,-0.3
CN(Cc1ccccc1)C(=O)CN(C1CCCCC1)S(C)(=O)=O,-9,1,11,-2,10,113,5,2,-0.13
CSc1ccccc1NS(=O)(=O)c1ccccc1,-3,0.9,-18,3,2,85,-2,-3,-0.46
Cc1nc2sc(C(c3cccs3)N3CCOCC3)c(O)n2n1 (configuration not stated),-10,0.8,10,-1,0,102,-7,-2,0.26
Cc1nn(C)c(C)c1S(=O)(=O)N1CCCC(C(=O)NCCc2ccc(Cl)cc2)C1 (configuration not stated),-5,1,-19,11,1,96,13,-7,-0.08
COc1ccc(C)cc1NC(=O)COCC(=O)O,-10,0.9,-3,-10,5,119,-4,2,0.35
CC1CC2(C)Oc3ccccc3C3OCC1(CO)C(C)C32 (configuration not stated),-10,0.9,7,3,-18,97,-5,-4,0.21
CC(=O)Nc1ccc(NS(=O)(=O)Cc2ccccc2)cc1,5,1,17,8,-3,100,7,0,0.0097
COc1ccc(C2(NC(C)=O)CCN(C(=O)c3ccco3)CC2)cc1,-8,0.9,3,31,-4,108,-7,-5,-0.14
Cc1ccccc1-n1c(=O)c2ccccc2n2c(=O)[nH]nc12,7,/,/,1,-2,126,26,2,0.78
CC1(C)CC(=O)C2=C(C1)OC(N)=C(C#N)C2c1cccc(OC(=O)c2ccco2)c1 (configuration not stated),-23,0.9,3,13,0,87,-21,-5,6.3*

# Next part.
mol,Cdc25B inh,TNAP act mid DEA,FXIIa mix inh,DUSP1 inh,SF1 activator,Her2 expr inh,RORA act,Hsp90 block,D1 allo mod
CCc1cc(=O)oc2c(C)c(O)c(CN(C)C)cc12,2,1,9,-33,-5,88,-18,4,0.86
CCN(CC)S(=O)(=O)c1cccc(-c2nnc(SCCOc3ccccc3)o2)c1,-38,0.9,2,9,13,105,-2,-1,14*
N#Cc1nc(-c2ccco2)oc1NCCCN1CCOCC1,-5,0.9,4,-8,6,128,12,-6,-0.25
O=C1OCC(c2ccccc2)=C1c1ccc(S(=O)(=O)N2CCOCC2)s1,-27,0.8,3,32,1,75,12,-11,1.1
COc1ccc(-n2c(C)cc(C(=O)COc3ccc(-n4cnnn4)cc3)c2C)cc1,-4,1.1,-17,32,2,104,-11,-5,0.076
Nc1ccc2oc(-c3ccccc3Cl)nc2c1,33,1,0,-21,-21,123,-47,-7,/
O=C1c2ccccc2C(=O)N1CCCCSc1nnc(-c2ccc(OC(F)F)cc2)o1,-15,1,1,34,-5,107,2,-4,-0.93
CCOC(=O)c1c(C)[nH]c(C)c1C(=O)COc1ccc(NC(=O)c2ccco2)cc1,-9,/,-14,2,9,111,-10,0,1.3
Cc1ccc2nc(CSc3nnc(-c4ccco4)o3)cc(=O)n2c1,-4,0.9,1,22,13,113,-2,-6,1.3
COc1ccc(N2CCN(CCCNC(=O)CCCn3c(=O)[nH]c4ccsc4c3=O)CC2)cc1,/,0.9,-8,/,17,70,-7,/,-2.1
Cc1cc(C(=O)CN2C(=O)NC(Cc3c[nH]c4ccccc34)C2=O)c(C)n1C (configuration not stated),2,0.9,2,19,2,77,-15,0,-1.7
CC1CCN(C(=O)CSc2nnc(-c3ccco3)o2)CC1,1,1,-3,-5,15,88,7,0,0.29
Cc1cc(C)c(C#N)c(SCC(=O)N2CCN(Cc3ccccc3)CC2)n1,-17,0.9,/,-13,2,80,-14,-3,0.17
N#CN=C(N)c1ccccc1,-13,1,-20,-4,-1,80,-18,-3,-1.6
CCOc1ccc(N2C(=O)CCC2=O)cc1,-5,1.1,-3,-4,-3,88,-12,0,0.61
COC(=O)CNC(=O)CNC(=O)Nc1ccccc1,3,0.9,6,5,-9,92,-13,-5,-0.37
COC(=O)c1ccccc1NC(=O)CN(C1CCCCC1)S(C)(=O)=O,-4,0.9,9,17,9,187,-6,-1,-0.0044
CCOCCCn1c(SCC(=O)NC(C)C)nc2ccccc2c1=O,-5,0.9,1,14,-4,109,-22,-2,-0.36
c1ccc2c(c1)oc1c(N3CCN(Cc4ccc5c(c4)OCO5)CC3)ncnc12,-16,0.9,-13,25,-1,77,4,0,-0.26
CCN(CC)S(=O)(=O)c1cccc(-c2nnc(SCCCC(=O)c3ccccc3)o2)c1,-10,0.9,-1,18,-14,75,-3,1,-0.93
CCOC(=O)C1C(=O)OC(C)(C)C1C(C)C(=O)c1ccc(OC)cc1 (configuration not stated),-12,0.9,1,-4,4,96,18,-2,0.14
COc1ccccc1-n1c(SCC(=O)Nc2ccc3c(c2)OCO3)nc2c(c1=O)SCC2,-9,0.8,0,21,19,81,20,-1,0.13
O=C(Nc1ncnc2c1ncn2C1OC(COC(=O)c2ccccc2)C(F)C1O)c1ccccc1 (configuration not stated),-3,0.9,0,4,-5,126,-8,-3,0.58
Cc1cc(NC(=O)COc2ccc3oc4ccccc4c3c2)no1,0,0.9,7,31,-7,96,-19,-2,-1.5
O=c1cc(N2CCC3(CC2)OCCO3)[nH]c(=O)n1-c1ccc(Cl)cc1,-10,0.9,-4,6,-1,102,28,-5,0.019
CCOc1ccccc1NC(=O)CCS(=O)(=O)c1cccc2nonc12,-12,1,-3,13,-7,122,-6,/,0.018
Cc1nc2sc(C(c3cccs3)N3CCC4(CC3)OCCO4)c(O)n2n1 (configuration not stated),-11,/,/,4,10,84,-1,-5,1
